Source: PubChem (National Center for Advancing Translational Sciences (NCATS))
uPA surface inh = qHTS for Inhibitors of Cell Surface uPA Generation; cell surface uPA generation assay, qHTS; Potency, µM (series often up to 38.3 µM), for inactives: at the top dose activity change, negative = inhibition, hits mostly inhibitors; hit rate 0.31% among 330,000; active = well fitted inhibition curve with a large enough effect; inconclusive = small, poorly fitted or top-dose-only effect; inactive = no such curve, though single readings can be large or run the other way; tested in mouse RAW 264.7 cells; note: potency is the fitted concentration of half-maximal effect; nearly all actives have a fitted effect of over 55% in size
KCNH2 3.1 inh = qHTS for Inhibitors of KCHN2 3.1: Mutant qHTS. hit rate 0.95% among 340,000. AID 720553, 2013. U2OS KCNH2 3.1, thallium flux FluxOr; active compounds read low. activity change, % (tested at about 1.8 µM). Potassium voltage-gated channel subfamily H member 2, brain isoform KCNH2 3.1 (human);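 active = maximum activity change below -70%; inconclusive = maximum activity change from -70% to -50%; inactive = maximum activity change above -50%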;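 note: thallium influx rate constant from kinetic fluorescence after stimulation buffer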
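FluxOr-based Tl+ influx in U2OS cells transduced with KCNH2 3.1 virus; rate constants normalized to DMSO controls.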
Eya2 phos inh = qHTS Assay for Inhibitors of the Phosphatase Activity of Eya2 | Protein phosphatase EYA2 (Homo sapiens), O00167 | recombinant Eya2, OMFP fluorescence dephosphorylation (OMFP is methylfluorescein phosphate) | Potency, µM (series often up to 76.9 µM), inactives show top-dose activity, negative = inhibition, usual class: inhibitors | hit rate 0.006% among 330,000 | AID 488837, 2010; note: potency is the fitted concentration of half-maximal effect
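Eya2 protein (added as 0.2 uM solution) was preincubated with compound for 10 min at ambient temperature in 50 mM HEPES pH 7.5, 50 mM NaCl, 5 uM MgCl2, 0.05% BSA, 1 mM DTT. OMFP (added at 50 uM) then reacted 10 min; fluorescence read at 485/525 nm.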
BCR signal inh = qHTS Assay to Find Inhibitors of Chronic Active B-Cell Receptor Signaling | AID 493014, 2011 | hit rate 0.05% among 340,000 | Potency, µM (top dose mostly 46.1 µM), for inactives: at the highest dose ratio change, negative = lower green/red ratio, hits mostly inhibitors | ABC-DLBCL IkBa-CBG/CBR reporter, luminescence ratio, 4 h; active = well fitted inhibition curve with a large enough effect in the signal ratio, with a control signal flat, not every such curve was filed as active; inconclusive = small, poorly fitted or top-dose-only effect, or effect the other way, or a change in a side signal; the % refers to the signal ratio;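 note: potency is the fitted concentration of half-maximal effect; plate controls were basal doxycycline-induced cells for no effect and cells given 10 µM MG132 for full effect; MG132 reads +100%, hits lower the ratio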
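Compounds up to 46 uM were incubated four hours with TMD8 cells whose green CBG68 luciferase is fused to IkappaBalpha; red CBR luminescence normalised the signal, and concentration-effect curves were fitted to fusion, red and ratio data.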
B2AR arrestin = qHTS assay of beta-arrestin-biased ligands of beta2-adrenergic receptor; Beta-2 adrenergic receptor (Homo sapiens), P07550; beta-arrestin recruitment to beta2AR, cell-based reporter; Potency, µM (series often up to 46.1 µM), without a hit: top-dose activation, usual class: activators; hit rate 0.02% among 330,000;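 note: potency is the fitted concentration of half-maximal effect; 0% = DMSO controls and full agonism = EC100 isoproterenol or metaproterenol; nearly all actives have a fitted effect of over 65% in size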
USP2a block = qHTS Assay for Inhibitors of Ubiquitin-specific Protease USP2a Using CHOP2 as the Reporter; Potency, µM (top dose mostly 38.3 µM), for inactives: top-dose activity change, negative = inhibition, hits mostly inhibitors; AID 463254, 2010; Ubiquitin carboxyl-terminal hydrolase 2 (Homo sapiens), O75604; USP2 core, Ub-CHOP2 coupled fluorogenic reporter, 485/531; hit rate 0.01% among 330,000;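 note: potency is the fitted concentration of half-maximal effect; plate controls were DMSO wells for no effect and full inhibition by NEM control for full effect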
Target sequence (O75604 whole entry, looked up): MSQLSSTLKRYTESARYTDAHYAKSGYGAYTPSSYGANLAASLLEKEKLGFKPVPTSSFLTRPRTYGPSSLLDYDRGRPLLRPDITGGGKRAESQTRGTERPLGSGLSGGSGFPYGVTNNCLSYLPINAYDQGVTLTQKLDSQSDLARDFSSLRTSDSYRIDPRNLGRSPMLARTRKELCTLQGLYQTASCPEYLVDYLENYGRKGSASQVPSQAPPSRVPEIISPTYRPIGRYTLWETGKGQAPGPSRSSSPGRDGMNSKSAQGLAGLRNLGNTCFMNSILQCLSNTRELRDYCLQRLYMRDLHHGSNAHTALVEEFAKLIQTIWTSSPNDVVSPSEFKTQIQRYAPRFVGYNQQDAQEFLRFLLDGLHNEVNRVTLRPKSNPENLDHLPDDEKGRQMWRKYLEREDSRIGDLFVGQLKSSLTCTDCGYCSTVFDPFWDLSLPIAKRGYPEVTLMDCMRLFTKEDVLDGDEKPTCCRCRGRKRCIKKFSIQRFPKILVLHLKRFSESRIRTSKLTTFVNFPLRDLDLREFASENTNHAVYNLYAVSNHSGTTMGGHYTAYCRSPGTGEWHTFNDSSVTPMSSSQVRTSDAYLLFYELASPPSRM
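Cell-free coupled assay: 10nM USP2 core preincubated 30min RT with compound in Tris-HCl pH 8.0/CaCl2/CHAPS buffer, then 25nM Ub-CHOP2 and 25nM reporter substrate; fluorescence (Ex 485/Em 531) read after 60min RT, normalized to NEM inhibition, concentration-response curves fitted.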
hERG WT inh = qHTS for Inhibitors of KCHN2 3.1: Wildtype qHTS; Voltage-gated inwardly rectifying potassium channel KCNH2 (Homo sapiens), Q12809; hit rate 0.37% among 340,000; activity change, % at 1.84 µM; U2OS, BacMam KCNH2, thallium flux FluxOr; active compounds read low; AID 720551, 2013;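 active = maximum activity change below -70%; inconclusive = maximum activity change between -70% and -50%; inactive = maximum activity change above -50%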
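U2OS cells were transduced with wild-type KCNH2 virus (2.03 x 10^8 / mL) for 4 h at room temperature, then cultured overnight at 37 C. Thallium flux was read with FluxOr dye. Rate constants were normalized to DMSO controls.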
GALK inhibitor = qHTS Assay for Inhibitors of Human Galactokinase (GALK); AID 1868, 2009; hit rate 0.007% among 270,000; P51570; Potency, µM (series often up to 57.5 µM), inactives show at the highest dose activity change, negative = inhibition, actives largely listed as inhibitors; Purified GALK, Kinase-Glo residual ATP luminescence; note: potency is the fitted concentration of half-maximal effect
Target sequence (P51570 whole entry, looked up): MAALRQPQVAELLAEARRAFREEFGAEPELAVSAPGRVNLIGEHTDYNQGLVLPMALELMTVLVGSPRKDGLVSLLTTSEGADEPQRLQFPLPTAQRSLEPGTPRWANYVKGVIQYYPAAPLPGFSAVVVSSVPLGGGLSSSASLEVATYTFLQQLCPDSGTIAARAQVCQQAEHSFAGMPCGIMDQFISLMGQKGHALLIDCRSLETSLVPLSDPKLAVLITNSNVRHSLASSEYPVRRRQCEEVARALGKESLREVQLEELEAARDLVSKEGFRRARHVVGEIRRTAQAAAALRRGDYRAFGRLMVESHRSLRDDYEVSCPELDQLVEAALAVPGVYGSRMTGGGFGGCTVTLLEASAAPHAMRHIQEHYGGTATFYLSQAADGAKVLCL
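5 nM enzyme, 35 uM ATP, 100 uM galactose, 20 mM HEPES pH8.0, 5 mM MgCl2; 1 h RT; residual ATP by Kinase-Glo Plus luminescence, qHTS format.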
PKM2 act = qHTS Assay for Activators of Human Muscle isoform 2 Pyruvate Kinase; Pyruvate kinase PKM (Homo sapiens), P14618; purified PKM2, Kinase-Glo ATP luminescence, activation; response scale: 0% is enzyme alone, no compound; Potency, µM (titrated, usually from 57.5 µM), without a hit: at the top dose activation, most hits filed as activators; hit rate 0.34% among 260,000; note: potency is the fitted concentration of half-maximal effect; nearly all actives have a fitted effect of over 55% in size
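Purified hPK-M2 (>95%) run at intermediate activity with 0.1 mM ADP and 0.5 mM PEP in 50 mM imidazole pH 7.2, KCl, MgCl2; 1 h room temperature. ATP formed read by Kinase-Glo luminescence; normalized to uninhibited and no-enzyme controls.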
FBPA coupling cs = qHTS Assay for Inhibitors of Fructose-1,6-bisphosphate Aldolase from Giardia Lamblia: Coupling assay counterscreen. AID 2472, 2010. activity change, negative = inhibition, % at 58.2 µM, hits read low. hit rate 0.67% among 290,000. coupling enzyme system counterscreen, AmpLite Red fluorescence; in the data active = activity change below about -30%
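Counterscreen of the coupled detection system alone, without aldolase: glyceraldehyde-3-phosphate coupling enzymes plus AmpLite Red readout. Compounds at 57.5 uM final, 10 min RT preincubation, 20 min RT reaction, fluorescence 525/598 nm.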
Giardia kill = Small Molecules that selectively kill Giardia lamblia: qHTS. Giardia lamblia trophozoite viability. hit rate 0.15% among 340,000. activity change, % at 7.66 µM, hits read low; in the data active = activity change below about -80%; inconclusive = between about -30% and that limit;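 note: parasites exposed to compound for two days anaerobically before the ATP read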
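Compounds were tested on trophozoites seeded at 100 cells/well and held 48 hrs at 37 deg C anaerobically. An ATP-based luminescent kit measured the remaining live cells.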
* marks the source's active call; other numbers are inactive results; u = inconclusive; x = no result given; & = joins results of further samples; [ ] = remark or other dose. Unless noted, calls come from the whole dose curve; as a rule, active = well fitted curve in the direction sought with a large enough effect; inconclusive = small, poorly fitted or top-dose-only effect, or another doubt; inactive = no such curve, though single readings can be large; an effect the other way counts as inactive or inconclusive. Unless noted, % is set by controls: 0 for no effect and ±100 for the full control effect. Compounds as they come; overall some 2.4% were active at least once.

Sequence of screens: FBPA coupling cs	hERG WT inh	B2AR arrestin	PKM2 act	uPA surface inh	Eya2 phos inh	BCR signal inh	USP2a block	Giardia kill	GALK inhibitor	KCNH2 3.1 inh
CCSc1nc2ccccc2n1CC(=O)O
    0	3	0.1%	6%	-1%	-2%	5%	3%	7	-1%	3
O=C(COC(=O)C1CC1)NCc1ccccc1Cl
    0	-2	-0.2%	1%	-3%	-10%	u	5%	3	-2%	-2
Cc1ccccc1N1CCN(C(=O)c2cc(C3CC3)nn2-c2ccccc2)CC1
    x	19	0.2%	x	u	-6%	-3%	3%	11	x	-47
OCC1(CCOc2ccccc2)CCN(Cc2cc(Cl)ccc2O)CC1
    1	5	-0.6%	1%	0%	7%	-1%	4%	14	-7%	4
CCCn1c(SCC(=O)N(CC)CC)nnc1-c1ccncc1
    -2	-22	0.1%	-4%	1%	-3%	3%	1%	-13	-1%	5
Cc1ccc(NC(=S)NCc2ccc(F)cc2)c(C)c1
    0	-4	-0.1%	0%[11.5 µM]	2%	14%	4%	4%	-27	-3%	19
CCOc1c2ccc(C(=O)NCCCCc3ccccc3)cc2nn1C
    6	2	-0.7%	-1%	13%	12%	-1%	5%	16	-5%	-3
O=C(CSc1nc(-c2ccco2)cc(C(F)(F)F)n1)Nc1cccnc1
    2	2	-0.7%	9%	-16%	6%	0%	-1%	5	0%	20
C=CCOC(=O)C1=C(C)Nc2[nH]c(=O)[nH]c(=O)c2C1c1cccc(OC)c1 (stereo unspecified)
    -1	x	-0.6%	-5%	x	4%	u	1%	x	-5%	x
CCOCCOC(=O)C1=C(C)NC(=O)NC1c1ccc2c(c1)OCO2 (stereo unspecified)
    3	-12	-1.2%	1%[11.5 µM]	4%	-3%	4%	2%	2	6%	-6
Cc1ccc(N2CCN(S(=O)(=O)c3cccs3)CC2C)cc1 (stereo unspecified)
    3	-14	-0.8%	1%	-7%	-13%	-2%	-3%	19	2%	-2
Cc1ccc(S(=O)(=O)NC(CC(=O)N2CCc3ccccc32)c2ccco2)cc1 (stereo unspecified)
    0	-4	0.1%	7%	-5%	9%	4%	0%	-7	-2%	41
Fc1ccc(-c2cn3cc(C(F)(F)F)cc(Cl)c3n2)cc1
    -7	0	-0.8%	-6%	2%	-9%	u	0%	-2	1%	1
O=C(NN1C(=O)NC2(CCCCC2)C1=O)c1cccs1
    x	8	-0.3%	x	3%	6%	-7%	1%	9	x	12
Oc1ccc(N2Cc3ccccc3C2)cc1
    -9	15	0.1%	x	-2%	9%	3%	1%	7	-1%	1
O=[N+]([O-])c1ccc(Cc2ccccn2)cc1
    x	46	0.3%	x	-20%	-1%	-1%	-3%	31[activator]	x	-11
CCc1nnc(SCC(=O)Nc2ccc(NC(C)=O)cc2)n1-n1cccc1
    x	-3	-0.8%	x	6%	-10%	u	2%	-9	x	11
COc1ccc(OC)c2c1sc(=NC(=O)c1ccco1)n2C
    0	2	-0.8%	0%	u	7%	-16%	-1%	-4	1%	1
CCOc1ccc(NS(=O)(=O)c2ccc3[nH]c(=O)[nH]c3c2)cc1
    1	-4	-0.8%	-2%	-1%	-4%	7%	4%	-2	0%	24
CC1(C)SC[C@H](C(=O)Nc2cccc(Cl)c2)N1C=O
    1	0	-0.6%	0%	-1%	-4%	1%	2%	1	-6%	1
COCCCn1c(=O)c2sccc2n2c(CCCC(=O)NCc3ccc(OC)cc3)nnc12
    2	10	-0.3%	x	-1%	7%	-2%	2%	0	1%	-8
COCCCNc1oc(/C=C/c2ccccc2)nc1C#N
    2	-7	0.0%	x	-6%	-9%	-4%	0%	-15	1%	-14
O=C1NCCN1Cc1ccc(F)cc1
    -4	7	0.2%	-1%	x	-21%	u	-2%	7	-1%	16
COc1ccc(C(C)=O)cc1COC(=O)c1cccnc1Cl
    -5	-2	0.3%	6%	-1%	3%	-6%	-2%	0	1%	12
O=C1c2ccccc2C(=O)N1CCCc1nc(-c2ccccc2)no1
    -8	-3	-2.9%	-4%	x	-4%	u	1%	11	0%	6
CCOC(=O)c1cnc(SCC(=O)N2CCOCC2)nc1N
    3	10	0.1%	-8%	-2%	-3%	u	0%	3	1%	-4
CC(C)c1ccc(C(=O)NC(=S)NCc2cccnc2)cc1
    -1	7	0.5%	-13%	-1%	-14%	u	-8%	-12	-1%	4
O=C(COc1ccccc1Cl)Nc1ccc(CN2CCOCC2)cc1
    x	-7	-0.6%	-1%	-3%	3%	-1%	2%	51[activator]	-2%	-30
COc1cccc(-n2c(=O)c3ccccc3n(CC(=O)NCC3CCCO3)c2=O)c1 (stereo unspecified)
    3	1	0.0%	1%	-2%	5%	1%	-1%	16	6%	10
COC(=O)c1cc(C)sc1NC(=O)c1ccco1
    x	-12	0.4%	-5%	-7%	-5%	3%	2%	-27	4%	0
Cc1ccc(Nc2cc(C)nc3ncnn23)c(Cl)c1
    5	3	0.0%	-9%	-9%	0%	-20%	4%	6	1%	2
C=CCC(=O)N1CCCC(C(=O)c2ccc(Cl)cc2)C1 (stereo unspecified)
    1	-6	-0.7%	1%	-1%	0%	0%	1%	-8	1%	-14
COC(=O)c1cccc(C23CC4(C2)[C@H](CN(Cc2ccc(-c5ccccc5)cc2)[C@@H]4c2ccccc2)C3c2ccc(Cl)nc2)c1 (stereo partly specified)
    -4&3	-3	0.4%	-9%&-1%	-6%	9%	1%	-1%	14	2%	12
CCOc1cc(CC(=O)N[C@@H](CC(C)C)c2ccccc2N2CCCCC2)ccc1C(=O)O
    32&15	-3	-0.5%	0%	8%	-5%	u	11%	-13	5%	9
Cc1cc(C)n2nc(C(=O)NC3CCCc4ccccc43)nc2n1 (stereo unspecified)
    3	-1	-0.2%	6%	-4%	15%	-9%	1%	-7	0%	-1
CC(C)=CCN1CCN(Cc2cccnc2)CC1CCO (stereo unspecified)
    0	12	0.2%	-1%	-1%	-3%	8%	2%	10	-1%	11
Cc1cc(C)c2c(c1)-c1cc(C)nn1C(c1ccc3c(c1)OCO3)N2 (stereo unspecified)
    0	9	0.1%	-1%	0%	11%	0%	3%	5	3%	-19
O=C(CSc1ccc2nnc(-c3ccncc3)n2n1)Nc1ccc2c(c1)OCO2
    1	-5	-0.3%	20%	-5%	-1%	-16%	0%	-13	1%	14
COc1ccc2c(c1)NC(=O)CC(c1ccccc1)=N2
    0	-7	-0.3%	-16%	-6%	19%	-17%	-4%	6	1%	-3
O=C(Cc1ncc(C(F)(F)F)cc1Cl)NCCc1ccccc1
    3	2	-0.1%	-11%	4%	4%	-3%	11%	25	0%	0
CCn1c(CCNC(=O)c2ccc(OC)cc2)nnc1SCc1ccc(Cl)cc1Cl
    0	-18	-0.3%	-5%	1%	-1%	-7%	2%	6	1%	0
C/C(=N\NC(=O)CSc1nc(C)cc(C)n1)c1cccc([N+](=O)[O-])c1
    2	2	0.4%	4%	-3%	5%	3%	5%	12	0%	-5
COc1ccc(-n2c(SCC(=O)NCCC(C)C)nc3ccsc3c2=O)cc1
    6	-21	-0.9%	-1%	x	9%	0%	1%	-6	3%	-10
Cc1ccc(-c2ccc(SCC(=O)Nc3nonc3C)nn2)cc1
    -5	-7	0.1%	0%	x	6%	-1%	0%	-18	3%	-26
CC(=O)Nc1cc(-n2cnnn2)ccc1C
    -7	16	0.0%	-1%	1%	-1%	u	-1%	29	1%	15
CC1CC(=S)Nc2ccccc2S1 (stereo unspecified)
    -2	11	-0.4%	-7%	-7%	-22%	-9%	0%	5	1%	8
O=C(CNC(=O)Cc1ccc(Cl)cc1)NCc1ccco1
    4	-2	0.2%	-17%	5%	-3%	-2%	3%	11	4%	-1
